Bioassay records: PubChem BioAssay, The Scripps Research Institute Molecular Screening Center
DDE Tn7 FP inh = DD(E)-Tn7 binding inhibition, primary FP screen. hit rate 0.13% among 370,000. inhibition, % at 8.3 µM. AID 720508. P02675. FP displacement of FITC-Tn7 peptide from fibrin DD(E); 0% = median of compound wells per plate;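 active = inhibition above the mean of compounds falling within the control limits plus 3 SD of them, cut at about 14% in these data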;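 also: 0% = plate median of compound wells and 100% = 10 µM Aha-Tn7 peptide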
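Assay system: Fibrin-DD(E) protein isolated from polymerized human fibrin clots; read-out basis: percent inhibition; medium: Tris/NaCl/CaCl2 buffer, pH 7.8; signal: FP measurement; incubation: 10 min plus 3 h, room temperature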
MBD2 DNA inh = inhibitors of human MBD2 binding to methylated oligonucleotide; Q9UBB5; inhibition, % at 4.4 µM; TR-FRET; hit rate 0.31% among 370,000; in the data active = inhibition above about 13%
Target sequence (Q9UBB5 whole entry, looked up): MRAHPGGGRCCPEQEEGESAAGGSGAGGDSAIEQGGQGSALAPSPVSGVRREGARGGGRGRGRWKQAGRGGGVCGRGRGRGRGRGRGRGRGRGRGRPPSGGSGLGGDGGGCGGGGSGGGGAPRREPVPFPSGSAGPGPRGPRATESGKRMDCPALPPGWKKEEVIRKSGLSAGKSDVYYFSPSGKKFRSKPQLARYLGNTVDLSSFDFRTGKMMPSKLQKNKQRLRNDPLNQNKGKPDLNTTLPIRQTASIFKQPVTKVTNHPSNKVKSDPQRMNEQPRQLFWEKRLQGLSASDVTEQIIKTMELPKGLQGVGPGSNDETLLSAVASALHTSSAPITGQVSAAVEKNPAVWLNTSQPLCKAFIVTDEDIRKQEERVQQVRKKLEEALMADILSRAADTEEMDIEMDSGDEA
Tn6 DDE FP = inhibitors of Tn6 peptide binding to human fibrin DD(E); P02675; Fibrin DD(E) TRITC-Tn6 fluorescence polarization displacement; inhibition, % at 8.3 µM; hit rate 0.21% among 370,000; AID 720509;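 active = inhibition above a per-campaign cutoff: mean of compounds within control limits plus 3 SD, cut at about 15% in these data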;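 also: 0% = median of all compound wells on the plate and 100% = blocking peptide control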
SIAE inh = blocks human sialic acid acetylesterase; hit rate 0.69% among 370,000; Q9HAT2; AID 1053197; inhibition, % at 9.66 µM; SIAE FP-Rh probe binding, fluorescence polarization;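 active = inhibition above a cutoff: mean of compounds within the control limits plus 3 SD of those, cut at about 17% in these data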;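 also: 0% = plate median of compound wells and 100% = probe without SIAE protein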
Target sequence (Q9HAT2 whole entry, looked up): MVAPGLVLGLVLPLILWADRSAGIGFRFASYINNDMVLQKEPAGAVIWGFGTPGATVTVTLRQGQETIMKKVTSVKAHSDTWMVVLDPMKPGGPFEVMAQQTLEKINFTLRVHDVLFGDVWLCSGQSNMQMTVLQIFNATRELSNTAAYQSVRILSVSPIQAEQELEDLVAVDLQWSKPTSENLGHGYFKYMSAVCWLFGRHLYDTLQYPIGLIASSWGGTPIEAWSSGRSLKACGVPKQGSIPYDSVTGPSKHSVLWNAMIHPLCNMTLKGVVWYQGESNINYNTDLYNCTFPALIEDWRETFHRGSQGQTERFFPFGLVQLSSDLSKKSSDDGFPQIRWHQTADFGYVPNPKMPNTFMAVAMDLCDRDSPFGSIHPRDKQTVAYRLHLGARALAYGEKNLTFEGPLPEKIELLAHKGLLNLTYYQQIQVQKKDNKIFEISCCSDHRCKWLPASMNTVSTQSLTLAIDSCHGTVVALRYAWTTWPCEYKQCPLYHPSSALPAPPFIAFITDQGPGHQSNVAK
KLK7 zymogen act = proKLK7 (human) activation, primary screen. purified proKLK7, EDANS-DABCYL substrate fluorescence; 100% is mature enzyme control, 0% vehicle. activation, % at 7 µM. hit rate 0.9% among 370,000. AID 652039;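 active = activation above the mean of all tested compounds plus 3 SD, computed per campaign excluding outliers beyond control limits, cut at about 13% in these data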
TDP2 inh = TDP2 (human) inhibition, absorbance primary screen | recombinant TDP2, T5PNP hydrolysis, p-nitrophenol absorbance 415 nm | hit rate 0.34% among 370,000 | inhibition, % at 12.8 µM;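 active = inhibition above the mean of all tested compounds plus 3 SD, set per campaign, cut at about 25% in these data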;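 also: 0% = DMSO with enzyme and 100% = buffer with substrate but no TDP2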
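System – recombinant human TDP2 · Quantity – TDP2 enzyme at 120 nM final · Doses – single concentration, 12.8 µM nominal, with 1% DMSO · Incubation – 2 h at 37 °C · Measured by – epi absorbance of p-nitrophenol freed from T5PNP by hydrolysis · Read-out – % inhibition relative to enzyme-containing and enzyme-free wells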
PRMT1 inh = PRMT1 (human) inhibition, primary screen. recombinant PRMT1, activity-based probe fluorescence polarization. inhibition, % at 2.79 µM. hit rate 1.3% among 370,000. Q99873. AID 652257;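 active = inhibition above about 21% made by adding two undisclosed values, limit read from the data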
UHRF1 MBD2 ctr = human UHRF1 methylated DNA binding inhibitors; Q96T88; UHRF1 binding to methylated oligo, TR-FRET; inhibition, % at 4.4 µM; hit rate 0.75% among 370,000; AID 687016; in the data active = inhibition above about 21%;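 also: UHRF1 SRA domain binding a hemimethylated CpG hairpin DNA probe; 0% = median of test compound wells and 100% = reference inhibitor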
LEDGF integ inh = blocks HIV-1 LEDGF/p75-dependent DNA integration; TR-FRET IN-LEDGF/p75 DNA integration, Eu/Cy5; inhibition, % at 3.7 µM; hit rate 0.64% among 370,000;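 active = inhibition above the screen-wide mean plus 3 SD, cut at about 13% in these data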;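 also: signal is the Cy5 over europium emission ratio at 671 and 618 nm; 0% = plate median of compound wells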
TCR CD3 inh = human TCR-CD3 binding inhibition. TAMRA-labeled TCR probe fluorescence, biochemical. inhibition, % at 9.4 µM. hit rate 0.37% among 360,000. AID 651800; in the data active = inhibition above about 19%;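 also: recombinant mutant TCR 2C K166C tagged with TAMRA read by polarization; 0% = receptor in buffer alone and 100% = receptor with positive control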
* hit, by the source's call; . = not tested or not shown.

SMILES	DDE Tn7 FP inh	MBD2 DNA inh	Tn6 DDE FP	SIAE inh	KLK7 zymogen act	TDP2 inh	PRMT1 inh	UHRF1 MBD2 ctr	LEDGF integ inh	TCR CD3 inh
O=C(COc1cccnc1[N+](=O)[O-])Nc1ccc2c(c1)CCC2	4	-1	4	-8	0.0	9	-3	1	1	3
Cc1cccc2c1cnn2C(=O)Nc1ccccc1Br	0	0	0	4	-0.5	-12	2	2	-2	-3
Cc1cc(C)c(C)c(S(=O)(=O)N2CCC(C(=O)N(C)Cc3nc4ccccc4c(=O)[nH]3)CC2)c1C	-7	-3	3	-4	0.0	5	-4	-1	-2	-6
Cc1ccc(-c2nc(Cl)nc3ccccc23)cc1	-2	-5	5	0	0.9	7	6	2	-3	-4
O=C(Oc1ccc(C(=S)N2CCCCC2)cc1)c1ccccc1F	5	-3	5	-3	0.0	-3	-1	1	0	-2
CC1CN=C(c2ccccc2)O1 (centres undefined)	5	-7	-1	-1	0.7	9	0	-1	1	6
[N-]=C=C1C(=O)NC(=O)C([n+]2ccc(-c3ccncc3)cc2)C1c1ccccc1C(F)(F)F (centres undefined)	1	-5	-1	-4	-41	-1	8	-3	-7	-7
COc1ccc(NC(=O)COC(=O)C23CC4CC(CC(O)(C4)C2)C3)cc1Cl	1	2	7	-10	-0.5	8	4	-2	0	-1
O=C(CSC1CCc2ccccc21)NN=Cc1ccco1 (centres undefined)	2	-3	8	1	0.3	-3	0	-4	-2	9
CCOc1ccc(OCCn2c(=S)[nH]c3c(N)ncnc32)cc1	0	-3	0	14	0.1	0	-2	-1	-2	9
Cc1ccc(S(=O)(=O)NNC(=O)NC23CC4CC(CC(C4)C2)C3)cc1	6	1	2	-7	-0.7	-1	-3	-3	1	3
Cc1cc(C)c(C)c(C(=O)CSc2nnc(-c3ccc4[nH]c(C)c(C)c4c3)o2)c1C	4	0	-1	3	0.4	2	2	0	-4	-4
CC(Sc1nnc(-c2ccccc2F)n1C)C(=O)NC1CCCCC1 (centres undefined)	6	2	6	8	-0.2	-13	-1	5	-3	7
CN(Cc1ccc(Br)cc1)C(=O)CCN1C(=O)c2cccc([N+](=O)[O-])c2C1=O	3	2	3	-3	0.1	-5	1	0	-9	-7
CCc1cccc(C)c1NC(=S)N(CCCN1CCN(C)CC1)Cc1cccs1	6	-1	4	7	0.1	-1	-1	-2	0	1
Nc1[nH]c(C(=O)c2ccc(Br)cc2)c(-c2ccc(Br)cc2)c1C(=O)N1CCCCC1	1	4	5	-13	.	-9	1	-1	-1	.
O=C(NCc1ccc(F)cc1)C(c1ccco1)N(C(=O)c1csnn1)c1ccccc1 (centres undefined)	-3	-1	-3	-3	-0.9	3	1	-3	1	5
COCCCNC(=O)c1cc(C(=O)c2c(-c3c(Cl)cccc3Cl)noc2C)c[nH]1	-2	6	-3	13	-0.1	4	-1	3	0	-9
COc1ccc(C2=CC(=O)CCC2)cc1	-4	3	-3	-1	0.1	5	3	1	-1	-10
COc1cccc(/C=N/Nc2cc(-n3nc(C)cc3-c3ccccc3)ncn2)c1O	2	5	7	-7	-1.0	5	4	0	-3	-1

An excerpt from above in order of their number in TCR CD3 inh, low to high.
SMILES	DDE Tn7 FP inh	MBD2 DNA inh	Tn6 DDE FP	SIAE inh	KLK7 zymogen act	TDP2 inh	PRMT1 inh	UHRF1 MBD2 ctr	LEDGF integ inh	TCR CD3 inh
COc1cccc(/C=N/Nc2cc(-n3nc(C)cc3-c3ccccc3)ncn2)c1O	2	5	7	-7	-1.0	5	4	0	-3	-1
CCc1cccc(C)c1NC(=S)N(CCCN1CCN(C)CC1)Cc1cccs1	6	-1	4	7	0.1	-1	-1	-2	0	1
Cc1ccc(S(=O)(=O)NNC(=O)NC23CC4CC(CC(C4)C2)C3)cc1	6	1	2	-7	-0.7	-1	-3	-3	1	3
O=C(CSC1CCc2ccccc21)NN=Cc1ccco1 (centres undefined)	2	-3	8	1	0.3	-3	0	-4	-2	9

Going on with the list:
SMILES	DDE Tn7 FP inh	MBD2 DNA inh	Tn6 DDE FP	SIAE inh	KLK7 zymogen act	TDP2 inh	PRMT1 inh	UHRF1 MBD2 ctr	LEDGF integ inh	TCR CD3 inh
CC(C)Cn1cnc2c(=O)oc3ccccc3c21	3	-4	10	-1	-0.7	-1	-1	1	0	-3
O=S1(=O)[C@H]2C[C@@H]3C=C[C@@]2(CN1Cc1cccc(Cl)c1)O3	-2	7	-1	-4	0.2	-9	4	3	0	-3
COCCn1nnnc1C(C(C)C)N1CCCC(C)C1 (centres undefined)	-1	0	-3	-4	-0.5	0	-1	-2	1	2
CN1CCN(CC(=O)Nc2ccc(OC(F)(F)F)cc2)CC1	0	-3	-2	0	0.1	8	8	1	-2	-6
CC(=O)c1cn(CC(=O)NCc2ccc3c(c2)OCO3)c2ccccc12	-2	5	3	2	0.1	-2	0	1	0	-6
COc1ccc(CNC(=O)COC(=O)CCC2CCCCC2)cc1	-4	0	-7	-7	-0.7	4	1	-4	-2	1
CC1(C(=O)Nc2ccc(F)c(Cl)c2)Cc2c(-c3ccc(C(N)=O)cc3)ccnc2O1 (centres undefined)	-4	1	-1	-2	0.7	10	-3	4	-2	-2
COc1ccc(-c2[nH]ncc2CN2CCN(c3ccc(F)cc3)CC2)cc1	-4	-3	-5	-3	-0.3	-17	3	6	-11	-7
O=C(c1cccc(F)c1)N1CCN(c2cc(N3CCCCC3)c(F)cc2[N+](=O)[O-])CC1	9	5	-1	-10	-0.3	-10	5	1	-4	-9
COC(=O)[C@H](CCSC)NC(=O)NCCC1=CCCCC1	-2	3	-5	-2	0.4	9	4	2	-1	-1
COc1ccc2[nH]c3c(c2c1)CCN1C(=O)C(CC(=O)NCC24CC5CC(CC(C5)C2)C4)C[C@H](C(=O)N2CCOCC2)[C@@]31C (some centres undefined)	-1	-3	-3	0	0.0	4	-4	-2	-3	-3
COc1ccc(N=C2SC(C(=O)N3CCN(c4ccc([N+](=O)[O-])cc4)CC3)CC(=O)N2C)cc1 (centres undefined)	1	2	5	8	-0.4	-6	2	-2	-2	-2
CCOc1ccc(N(C)S(=O)(=O)c2ccc(-c3ccc(=O)[nH]n3)s2)cc1	5	-12	0	-23	-0.4	2	-4	-1	4	10
COc1ccc(Oc2c(O)c3ccccc3n(C)c2=O)cc1	-6	-5	-4	8	-0.6	6	3	-2	-3	3
COc1cccc(C2=NN(C(=O)c3ccco3)C(c3ccco3)C2)c1 (centres undefined)	1	1	-5	-7	-0.1	0	8	-4	3	-1
CC1(C)O[C@@H]2C[C@H]3[C@@H]4CCC5=CC(=O)C=C[C@]5(C)[C@@]4(F)[C@@H](O)C[C@]3(C)[C@]2(C(=O)CO)O1	6	-5	8	-4	0.9	-4	-5	1	7	-9
O=C(COC(=O)C1CCC1)Nc1cc(S(=O)(=O)N2CCOCC2)ccc1Cl	11	2	3	1	-0.6	10	-2	-1	1	0
Cc1ccc(NC(=O)Nc2ncccc2C)cc1	3	2	-1	-5	-0.1	-4	-1	2	2	-10
COC(=O)CCC(=O)NNC(=O)CCC(=O)Nc1cccc(Cl)c1C	6	8	0	-11	0.2	-14	5	1	4	0
O=C(Nc1cccc(Br)c1)OC1CC2CC1[C@H]1CCCCN1[C@H]2Cc1ccccc1 (some centres undefined)	-6	3	0	-3	-0.6	0	-3	-1	3	.
CCCc1cc(=O)[nH]c(SCC(=O)Nc2ccc(Cl)c(S(=O)(=O)N3CCOCC3)c2)n1	-2	2	1	-16	-0.2	-10	-1	4	7	0
CC(=O)N/C(=C\c1ccccc1)C(=O)OC/C=C/c1ccccc1	-2	1	3	11	0.0	9	-2	0	2	8
O=C(COc1ccc(-c2ccccc2)cc1)N1CCN(S(=O)(=O)Cc2ccccc2)CC1	-1	0	-5	0	0.5	5	1	1	5	10
CC(C)N1CCC1(C)C(=O)Nc1cccc(C#N)c1 (centres undefined)	-2	-3	5	0	-0.4	-7	-2	1	2	3
NC(=O)c1ccsc1NC(=O)CN1CCN(S(=O)(=O)c2ccccc2C(F)(F)F)CC1	1	3	-7	-7	0.3	-5	-2	-2	3	3
CC(C)NC(=O)CSc1nncn1-c1ccccc1	-3	1	-2	-4	0.4	-7	1	-1	-1	2
Cn1ncc(N=Cc2ccccc2O)c1C(=O)Nc1ccccc1	0	3	-1	-6	0.5	-4	4	0	-4	-7
CCOC(=O)CNC(=O)CSc1nnc(-c2cccc(C)c2)n1-c1ccc(OC)cc1	3	-3	1	-7	0.3	-1	-2	3	-1	-2
O=C(CCN1C(=O)c2ccccc2C1=O)C1=NN[C@@H]2C(=O)N(c3cccc(F)c3)C(=O)[C@H]12	0	-1	-4	-2	0.3	-3	-3	-2	1	14
COc1ccc(C(CNC(=O)CSc2ccccc2F)N2CCOCC2)cc1 (centres undefined)	3	5	-3	3	-0.4	3	1	3	0	-15
COc1cc(C)c(S(=O)(=O)n2nnc3ccccc32)cc1C	-1	8	-3	-5	-0.6	-7	4	7	1	-7
CCN(c1ccc(NC(=O)CCNC(=O)c2ccco2)cc1)C(C)C	7	4	-4	5	-0.4	0	-5	0	-2	8
Cc1ccc(OCCCNCCO)c(Br)c1	-1	1	4	0	-0.5	1	-1	1	-4	0
COc1ccc(/C(O)=C2\C(=O)C(=O)N(Cc3ccco3)C2c2cc(OC)ccc2OC)cc1 (centres undefined)	-10	-1	-6	3	0.1	7	1	-7	1	2
Cc1ccccc1NC(=O)OCCN1CCCC12CCC(c1ccccc1)CC2 (centres undefined)	-2	-5	3	1	.	-6	-5	-4	5	.
O=C1CCCC2=C1C(c1ccccn1)Nc1ccc(C(=O)c3ccccc3)cc1N2 (centres undefined)	-2	-2	-2	8	-0.2	12	1	-2	-1	4
CCN(Cc1ccccc1)S(=O)(=O)c1c(N)n(C)c(=O)n(C)c1=O	2	13	5	1	-0.3	-7	4	30*	3	9
CCCc1nnc(SCc2ccc(C(=O)OC)o2)n1N	-5	2	1	-1	0.5	-9	1	2	-4	1
CCNc1ccc(C(=O)OCC(=O)NCc2ccccc2Cl)cc1[N+](=O)[O-]	4	-4	5	-3	-0.2	4	-3	-3	-3	4
C[C@H](NC(=O)c1ccccc1Cl)C(=O)NCc1cccs1	-3	-1	-11	8	-0.3	2	1	0	3	6
COc1ccc(S(=O)(=O)N2CCN(c3ccccc3OC)CC2)cc1C(=O)N1CCCCC1	-6	4	3	-5	0.0	-21	1	3	6	5
Oc1ccc(Cl)cc1-c1cc(-c2ccccc2)n[nH]1	9	1	-5	-10	-1.1	6	-4	-1	-2	5
CCN1CCN(C(=O)c2cc3cc4ccc(OC)cc4nc3s2)CC1	-1	-3	-1	-2	69*	0	1	-2	2	-6
N#Cc1sc2nc(-c3ccccc3)cc(-c3ccco3)c2c1N	4	-5	-2	8	-0.2	54*	3	-6	8	-2
Cc1cc2c(c(=O)o1)C(c1cccs1)C(C#N)=C(N)O2 (centres undefined)	2	-6	1	-2	-0.5	12	0	-2	-1	9
COc1ccc(-c2cc(C(F)(F)F)n3ncc(C(=O)NCC4CCCO4)c3n2)cc1 (centres undefined)	0	9	2	-2	-1.4	-2	-2	19	3	5
